MsrA inhibitor: bovine MsrA inhibition; purified bovine MsrA, absorbance read-out; inhibition, % at 15.5 µM; hit rate 0.75% among 360,000; in the data active = inhibition above about 4.5%;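 also: 0% = vehicle wells with enzyme and 100% = reference inhibitor wells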
Tb MetRS inh: blocks T. brucei methionyl-tRNA synthetase activity | hit rate 0.4% among 360,000 | inhibition, % at 11.9 µM | AID 624268 | purified T. brucei MetRS, ATP depletion, Kinase-Glo luminescence;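 active = inhibition above a per-plate cutoff of the control wells' mean inhibition plus 3 SD, cut at about 5.5% in these data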;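 also: 0% = DMSO wells median and 100% = median of wells with control inhibitor compound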
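Dosing: 11.9 µM single point; system: parasite MetRS enzyme; technique: luminescence of leftover ATP; times: 15 min enzyme-compound preincubation, 2 h reaction, 10 min detection, 25 °C; replicates: each compound tested once; read-out basis: percent inhibition relative to median high and low control wells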
Rin1-Abl PPI inh: human Rin1-Abl interaction inhibition. P00519+Q13671. TR-FRET Rin1/Abl binding, biochemical. inhibition, % at 7.35 µM. hit rate 0.4% among 360,000; in the data active = inhibition above about 5%, passing the limit was not always enough
FAS TE block: FAS thioesterase (human) inhibition | recombinant FAS-TE, OMFH fluorogenic substrate, fluorescence endpoint | inhibition, % at 15 µM | P49327 | hit rate 0.67% among 360,000;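 active = compounds whose normalised, plate-corrected inhibition of enzyme fluorescence in the single-dose primary screen is 50% or more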;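 also: 0% = DMSO with enzyme and 100% = substrate without enzyme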
E coli Lon inh: inhibitors of E. coli Lon protease | P0A9M0 | purified E. coli Lon protease, fluorescence polarization | inhibition, % at 7.94 µM | hit rate 0.42% among 360,000 | AID 602123; in the data active = inhibition above about 13%, passing the limit was not always enough;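 also: 0% = enzyme with probe and DMSO and 100% = no enzyme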
Neddyl block: blocks human cullin neddylation; TR-FRET cullin neddylation, biochemical; AID 651699; P61081+Q13564; hit rate 0.58% among 360,000; calls only at 25 µM; in the data active = inhibition above about 36%
Target sequence (P61081 whole entry, looked up): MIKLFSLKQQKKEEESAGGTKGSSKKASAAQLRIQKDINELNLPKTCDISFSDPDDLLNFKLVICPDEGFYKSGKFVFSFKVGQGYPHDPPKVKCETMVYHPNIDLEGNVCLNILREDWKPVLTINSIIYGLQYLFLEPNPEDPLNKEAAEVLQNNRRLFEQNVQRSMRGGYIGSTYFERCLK
Target sequence (Q13564 whole entry, looked up): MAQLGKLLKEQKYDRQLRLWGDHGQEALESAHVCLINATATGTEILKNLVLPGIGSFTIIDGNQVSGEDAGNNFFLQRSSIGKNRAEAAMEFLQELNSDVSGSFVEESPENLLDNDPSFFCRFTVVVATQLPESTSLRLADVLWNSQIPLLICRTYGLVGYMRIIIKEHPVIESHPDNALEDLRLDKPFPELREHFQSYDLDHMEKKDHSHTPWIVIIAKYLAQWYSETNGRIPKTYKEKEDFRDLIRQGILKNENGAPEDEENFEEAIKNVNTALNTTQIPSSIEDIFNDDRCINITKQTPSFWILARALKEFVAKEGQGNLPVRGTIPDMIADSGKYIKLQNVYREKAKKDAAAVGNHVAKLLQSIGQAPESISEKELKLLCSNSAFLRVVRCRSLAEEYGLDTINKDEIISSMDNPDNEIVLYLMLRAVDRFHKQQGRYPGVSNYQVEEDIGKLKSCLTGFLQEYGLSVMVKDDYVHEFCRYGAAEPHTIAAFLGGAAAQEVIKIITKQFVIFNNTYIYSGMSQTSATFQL
MLLE-PAM2 inh: blocks PAM2 peptide binding to the PABP1 MLLE domain. GST-MLLE / FITC-PAM2 fluorescence polarization. inhibition, % at 20 µM. hit rate 0.36% among 360,000. AID 588489; in the data active = inhibition above about 35%, passing the limit was not always enough;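 also: plate controls were DMSO wells with GST-MLLE for no effect and wells lacking GST-MLLE protein for full effect; some results filed as inactive read as strong as hits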
CSN inh: CSN deneddylation inhibition; Q92905; hit rate 0.38% among 360,000; inhibition, % at 12.5 µM; Purified CSN, SCF-Nedd8-OG deneddylation, fluorescence polarization;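 active = pattern-corrected inhibition above about 35%, with an unprinted fluorescence ratio check between 0.5 and 1.5, limit read from the data, passing the limit was not always enough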;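 also: 0% = enzyme with substrate and 100% = substrate without enzyme; some results filed as inactive read as strong as hits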
Target sequence (Q92905 whole entry, looked up, one chain of several): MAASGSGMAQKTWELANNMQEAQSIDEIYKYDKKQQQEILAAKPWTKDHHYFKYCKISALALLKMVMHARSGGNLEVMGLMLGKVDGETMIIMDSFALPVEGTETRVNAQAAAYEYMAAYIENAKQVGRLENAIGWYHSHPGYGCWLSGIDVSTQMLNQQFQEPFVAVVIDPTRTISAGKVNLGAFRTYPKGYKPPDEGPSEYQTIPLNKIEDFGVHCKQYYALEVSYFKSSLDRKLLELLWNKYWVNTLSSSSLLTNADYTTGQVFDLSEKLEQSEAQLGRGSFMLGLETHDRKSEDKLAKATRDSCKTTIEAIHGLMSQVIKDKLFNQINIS
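test system = HEK293T-derived human Csn5 enzyme | amount = 0.24 nM Csn5 enzyme, final concentration | medium = Tris/NaCl/DTT buffer, pH 7.5 | schedule = 90 min reaction at room temperature | signal = FP | evaluation = inhibition of Csn5 cleavage, % | compound dosing = single dose of 12.5 µM compound with 0.25% DMSO | probe or stimulus = 10 nM SCFSkp2-Nedd8OG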
bovine MsrA act: activators of bovine methionine sulfoxide reductase A | purified bovine MsrA, absorbance read-out | activation, % at 10.6 µM | hit rate 0.3% among 360,000 | AID 602163; in the data active = activation above about 7.5%;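 also: 0% = vehicle and 100% = reference activator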
Active calls of the source: *; i = inactive; . = not tested or not shown.

Molecule	MsrA inhibitor	Tb MetRS inh	Rin1-Abl PPI inh	FAS TE block	E coli Lon inh	Neddyl block	MLLE-PAM2 inh	CSN inh	bovine MsrA act
CCOC(=O)NN1C(=O)c2ccccc2NC1c1ccccc1 (centres undefined)	0.4	-0.8	-2	-11	-22	.	-1	-4	-5
CCNC(=O)C1Cc2cc(S(=O)(=O)N3CCCC3)ccc2N1C(C)=O (centres undefined)	0.6	0.7	1	-10	-4	i	-9	-1	-1
COc1ccc(-c2nnc3n(CCc4ccccc4)c(=O)c4ccccc4n23)c(OC)c1	0.4	0.9	0	14	-4	i	-3	-7	-3
O=C(CSc1c[nH]c2ccccc12)NCC1CCCO1 (centres undefined)	0.4	0.1	0	-5	-2	i	16	-3	1
CC(C)c1nc(SCC(=O)Nc2cccc(C(F)(F)F)c2)c2c(=O)n(C)c(=O)n(C)c2n1	-1.1	-0.4	0	0	1	i	-2	-5	-1
O=C(COc1ccc(Cl)cc1)Nc1cccc(S(=O)(=O)NC2=NCCCCC2)c1	-0.2	-0.3	0	2	-7	i	18	-2	-2
CC1(C)CC(=O)C2=C(C1)OC(c1ccc(O)cc1)C(C#N)=C2N (centres undefined)	-0.7	0.1	-1	-8	3	i	3	4	0
CCOC(=O)C1=C(c2ccccc2)NC(SCC(N)=O)=C(C#N)C1c1cccnc1 (centres undefined)	-0.8	-0.1	-5	-2	2	i	-6	4	-3
O=c1c2ccccc2oc2cc(OCc3cccc(F)c3)cc(O)c12	0.1	-1.0	2	3	0	i	10	3	-8
COc1ccc(C(=O)CCN2CCN(c3ccc(OC)cc3)CC2)cc1	1.1	-0.2	2	-5	-9	i	11	0	-2
CCS(=O)(=O)N1CCN(C(=O)c2ccccc2)CC1	-0.1	-0.5	1	-6	9	i	-3	-2	-10
O=C(CCn1c(=O)oc2ccccc21)Nc1ccc(N2CCOCC2)cc1	0.9	-1.0	0	-5	0	i	-14	3	-5
CCOc1ccc(S(=O)(=O)N2CCN(c3ccc(OC)cc3)CC2)c2cccnc12	0.8	0.0	-4	5	-3	i	-12	5	-3
CN1CCCN(C(=O)CSc2ccccc2)CC1	-1.9	-0.6	4	-6	-7	i	-13	3	-6
Cc1cc(F)ccc1-c1cc(C(=O)NCc2ccco2)[nH]n1	0.5	-0.1	0	-4	2	i	1	1	-1
CC(C)=CCCC(C)NC(=O)NC1CCCCC1 (centres undefined)	0.7	-0.9	-1	-5	-5	i	-17	3	-1
O=C(c1ccc(-c2ccccc2Cl)o1)N1CCCC(C(F)(F)F)C1 (centres undefined)	0.0	-0.2	-2	26	3	i	2	0	-8
CN1Cc2c(N3CCOCC3)nc3sc(C#N)c(N)c3c2CC1(C)C	1.4	3.6	-6	-5	3	.	-8	-1	-4
CN1CCN(NC(=O)c2cccc(C(F)(F)F)c2)CC1	-0.5	-0.8	-2	0	0	i	11	3	-3
COc1ccc([C@H]2/C=C\CN(Cc3ccc(N(C)C)cc3)[C@@H](C)C(=O)N2Cc2ccc(F)cc2)cc1	-0.3	-0.4	0	23	-8	i	-9	1	1
Cc1ccc(N2CCC(N3CCN(C)C(CCO)C3)CC2)cc1 (centres undefined)	0.6	1.5	2	-4	-5	i	-13	-1	-1
COCCCNC(=S)N1CCCC(c2nc3cc(C)c(C)cc3[nH]2)C1 (centres undefined)	0.1	-0.4	-1	1	4	i	-57	-2	-1
CCOC(=O)/C(C#N)=C/c1c(N2CCN(c3ccccc3)CC2)nc2c(C)cccn2c1=O	-1.2	-1.0	5	22	-6	i	1	2	-1
O=C(Cc1ccccc1)N1CCCC1c1ccccc1 (centres undefined)	-0.1	0.4	-4	-6	1	i	6	7	-3
CCCCNCC(O)(c1ccc(Cl)cc1)c1ccc(Cl)cc1	-1.1	-0.7	-2	12	9	i	12	2	-1
COc1ccc(-c2ccc(OC)c(OC)c2OC)c(OC)c1OC	-0.5	-0.3	0	-6	-2	i	3	-3	-1
COc1ccc(C(=O)/C=C/c2ccc(OC(=O)c3cc(OC)c(OC)c(OC)c3)cc2)cc1	0.5	0.0	0	25	2	i	5	11	-4
O=C(CN1C(=O)CCSc2ccc(S(=O)(=O)N3CCCC3)cc21)NCc1ccccc1Cl	-0.5	-0.4	0	-2	1	i	8	2	0
O=C(NCc1ccccn1)c1nnc(Cc2ccc(Cl)cc2)o1	0.0	0.4	4	-4	-16	i	-4	0	-2
Cn1cc(C(=O)N/N=C/c2c(O)ccc3ccccc23)ccc1=O	1.9	-0.9	-3	3	-161	i	-21	14	-8

Rewritten with values under each structure: part of the list above
Results follow in this order: MsrA inhibitor	Tb MetRS inh	Rin1-Abl PPI inh	FAS TE block	E coli Lon inh	Neddyl block	MLLE-PAM2 inh	CSN inh	bovine MsrA act
- CCNC(=O)C1Cc2cc(S(=O)(=O)N3CCCC3)ccc2N1C(C)=O (centres undefined)
 : 0.6	0.7	1	-10	-4	i	-9	-1	-1
- COCCCNC(=S)N1CCCC(c2nc3cc(C)c(C)cc3[nH]2)C1 (centres undefined)
 : 0.1	-0.4	-1	1	4	i	-57	-2	-1
- Cc1cc(F)ccc1-c1cc(C(=O)NCc2ccco2)[nH]n1
 : 0.5	-0.1	0	-4	2	i	1	1	-1

Going on with the list:
Molecule	MsrA inhibitor	Tb MetRS inh	Rin1-Abl PPI inh	FAS TE block	E coli Lon inh	Neddyl block	MLLE-PAM2 inh	CSN inh	bovine MsrA act
CCN1CCN(C(=O)c2ccc(CN(c3ccc(C)c(C)c3)S(C)(=O)=O)cc2)CC1	-1.8	0.9	1	0	-4	i	-12	3	0
Oc1ccc(-c2nccc(-c3ccc(F)cc3)n2)cc1	0.5	-1.8	-1	-2	7	i	2	0	-8
COc1ccc(NC(=O)C(c2ccccc2)N2CCN(c3ccccn3)CC2)cc1Cl (centres undefined)	1.7	0.4	0	21	5	i	-11	1	-1
COc1ccc(NC(=O)N(C)C[C@H]2Oc3c(NC(=O)Nc4ccc5c(c4)OCO5)cccc3C(=O)N([C@H](C)CO)C[C@@H]2C)cc1	0.6	0.0	-5	35	23	i	8	-7	0
CN(C)CCCOC(=O)N1c2ccccc2C=Cc2ccccc21	-0.4	-0.4	0	-2	-11	i	9	0	-2
COc1ccc2c(CC(=O)N3CCc4ccccc43)coc2c1	1.4	-1.1	-1	6	-7	i	-9	1	-3
COc1ccccc1Oc1ccc(N/C=C/C(=O)c2ccco2)cc1	1.0	-0.4	0	20	-13	i	-14	8	-2
O=C(CN1C(=O)COc2ccccc21)Nc1ccc(F)cc1	0.1	-0.4	-2	-5	-3	i	10	-4	6
COc1ccccc1C(=O)NCCC(=O)NCCC12CC3CC(CC(C3)C1)C2	-0.8	-0.5	1	7	4	i	0	4	-3
CC(C)(C)NC(=O)c1ccc2nccnc2c1	-0.8	0.0	0	-10	-4	i	2	-1	-11
COc1ccc(C2/C(=C(/O)c3ccccc3)C(=O)C(=O)N2c2ccccn2)c(OC)c1 (centres undefined)	1.2	0.0	-4	-5	12	i	-8	-1	-3
CCc1nc2ccc(C(=O)Nc3cccc(NS(C)(=O)=O)c3)cn2c1N(C)C(=O)c1cccc(OC)c1	1.6	0.2	1	-4	-1	i	12	-1	-2
COc1ccc(NC(=O)C(c2ccccc2)n2c(=O)c(-c3ccco3)nc3ccccc32)cc1 (centres undefined)	0.4	-0.7	.	.	.	i	.	-1	.
COc1cccc(NC(=O)N2C3CCCC2CC(NC(=O)C2CC2)C3)c1 (centres undefined)	-1.4	-1.0	0	-1	0	i	-7	3	-2
O=C1NCCN1c1ccccc1	-1.0	-0.2	2	-6	0	i	2	1	-4
O=C(NCc1ccco1)c1ccc(=O)oc1	7.9*	-1.1	3	-10	-10	i	21	0	-6
CCOC(=O)C1(C)CCCN1C(=O)c1cccs1 (centres undefined)	-0.3	-0.4	-5	-11	0	i	3	-4	-7
Cn1c(SCC(=O)NC2CCCC2)nnc1C(F)(F)F	-0.2	-0.7	0	-7	-8	i	9	-1	-7
Cc1cc2oc(=O)cc(CN3CCOCC3)c2cc1C	0.9	-0.2	-2	-4	-1	i	-8	-3	-3
CN(C)CC(=O)Nc1ccc2cn[nH]c2c1	-0.9	-0.2	-3	-6	-4	i	-2	1	-4
N#CC1=C(N)Nc2ncnn2C1c1ccc([N+](=O)[O-])cc1 (centres undefined)	-1.3	-0.3	2	-1	-6	i	-1	1	-5
O=C(NCC1CCCO1)C1CCCN(S(=O)(=O)c2ccc(Br)cc2)C1 (centres undefined)	-0.3	-0.1	1	-6	-10	i	8	-1	-2
C=CCn1c(SCC(=O)NC(=O)c2cccc([N+](=O)[O-])c2)nnc1-c1ccccc1F	0.6	-0.1	-1	-3	4	i	-15	-4	-7
COc1ccc(NS(=O)(=O)c2ccc(-c3coc(C)n3)cc2)cc1OC	-0.4	0.2	-2	-2	-7	i	-10	-1	-3
CCOc1ccccc1CN1CCC(N2CCOCC2)CC1	3.4	-0.5	1	-9	-4	i	12	2	1
CCC(=O)Nc1ccc(N2CCN(C(=O)c3ccco3)CC2)c(Cl)c1	-0.8	-0.2	2	-2	-13	i	-3	1	-1
COc1nc(Nc2ccc(C(C)=O)cc2)nc(OC)n1	2.1	-0.1	1	-5	-10	i	12	3	-4
Cc1ccc(OCC(=O)Nc2nnc(-c3ccco3)s2)cc1	1.7	-0.3	-4	-4	-11	i	-2	7	-7
C[C@@H]1CN([C@H](C)CO)C(=O)CCCn2nncc2CO[C@@H]1CN(C)C(=O)Nc1ccc2c(c1)OCO2	1.4	-1.3	1	-7	-1	i	2	3	-6
CCN(CC)c1ccc(/C=N/N2CCN(c3ccccn3)CC2)cc1	-0.3	0.1	-2	-6	5	i	-4	1	0
NS(=O)(=O)c1ccc(CCNC(=O)C(=O)NCC2OCCN2S(=O)(=O)c2ccc(Cl)cc2)cc1 (centres undefined)	0.1	0.1	-2	-8	0	i	3	-1	0
O=C1CCCCC1Sc1nnc(-c2ccc3c(c2)OCO3)o1 (centres undefined)	-0.9	-0.4	0	0	5	i	-38	3	0
CC(C)(C)c1ccc(C(=O)NNC(=O)c2ccccc2Br)cc1	-0.5	-1.5	-1	-2	-2	i	10	2	1
COc1ccc(-c2nnc(SCC(C)C)o2)cc1	0.6	0.3	-1	9	5	i	-38	-1	0
Cc1cc(=O)oc2cc(OCc3ccc(C(=O)N4CCN(c5ccc([N+](=O)[O-])cc5)CC4)cc3)ccc12	0.3	-0.7	1	20	6	i	-11	3	-1
Fc1ccc(NC(=S)N2CCCN(c3ccc(C(F)(F)F)cn3)CC2)c(F)c1	-0.3	-0.7	2	19	3	i	-93	-5	-2
O=C(Nc1cccc(C(=O)N2CCCCC2)c1)C1CCCC1	-1.0	-1.0	-2	-7	16*	i	-3	-4	2
c1ccc(CNc2nc(NCc3ccccc3)c3sccc3n2)cc1	-0.5	0.9	-4	8	1	i	4	-5	5
CCOC(=O)c1c(C)[nH]c(C)c1C(=O)COC(=O)c1cccc(C)c1O	1.0	0.1	-4	18	6	i	-9	-4	0
CC(=O)c1cccc(NC(=O)COC(=O)CCNS(=O)(=O)c2ccccc2)c1	0.5	0.7	-4	-5	-10	i	4	0	-1
CC(C)(C)c1ccc(-n2ncc3c2CCCC3NC(=O)CCCn2cncn2)cc1 (centres undefined)	-0.8	-0.2	1	1	-4	i	-4	-5	-2

Screening results deposited in PubChem BioAssay by several laboratories.
